# Screening results deposited in PubChem by National Center for Advancing Translational Sciences (NCATS).
# ATXN2 expr inh: Primary qHTS for Inhibitors of ATXN expression. HEK-293 ATXN2-luciferase reporter, luminescence, 24 h. Potency, µM (series often up to 57 µM), for the others: top-dose activity change, negative = inhibition, actives largely listed as inhibitors. 360,000 compounds, 0.72% hits; further: potency means the concentration at half of the fitted maximal effect; on the % scale 0 is the no-effect control and ±100 the full control effect; nearly all actives have a fitted effect of over 55% in size
#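 ATXN2-luciferase reporter cells (luciferase flanked by upstream and downstream ATXN2 gene portions) were treated 24 h at 37 °C with compounds at up to 57 uM. SteadyGlo luminescence gave expression; GF-AFC fluorescence gave viability.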
# Nrf2 activator: qHTS of Nrf2 Activators. AREc32 ARE-luciferase reporter (MCF7-derived line), luminescence, 24 h. 410,000 compounds, 0.31% hits. Potency, µM (series often up to 46.1 µM), for the others: top-dose activation, actives largely listed as activators. AID 624171, 2012; further: potency means the concentration at half of the fitted maximal effect; % of control where 0% means no effect; nearly all actives have a fitted effect of over 65% in size
#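 Nrf2 activation is followed as ARE-luciferase induction in the AREc32 line after one day of compound treatment; luminescence is read with Steady-Glo.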
# IL1B secr inh: qHTS for Inhibitors of Inflammasome Signaling: IL-1-beta AlphaLISA Primary Screen. THP-1 LPS/ATP IL-1B secretion, AlphaLISA, 16 h; active compounds read low. AID 743279, 2014. 360,000 compounds, 4.7% hits. activity change, % at 57.5 µM; in the data active means activity change below about -50%; inconclusive means mostly about -30% to -49%; further: on the % scale 0 is the no-effect control and ±100 the full control effect
#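 Secreted IL-1B measured by AlphaLISA bead assay after 16 h compound exposure of THP-1 cells; compounds (final up to 57.5 uM) added 1 h before LPS (250 ng/mL) and ATP (1.25 mM) stimulation; lower signal means less secretion.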
# TGFb SMAD3 inh: qHTS for Inhibitors of TGF-b; AID 588855, 2011; HepG2 CAGA-GFP TGF-b/SMAD3 reporter, GFP fluorescence, 18 h; TGF-beta stimulated, 500 pg/mL final; 410,000 compounds, 1.2% hits; Potency, µM (highest dose often 46.1 µM), inactives show top-dose activity, negative = inhibition, usual class: inhibitors; further: potency means the concentration at half of the fitted maximal effect; on the % scale 0 is the no-effect control and ±100 the full control effect; nearly all actives have a fitted effect of over 65% in size
#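 GFP signal (ex488/em500-530) from TGF-beta-stimulated HEPG2 CAGA-GFP cells, 500 pg/mL final, 18 h at 37 degrees C in DMEM plus 1% FBS, normalized to unstimulated and DMSO-stimulated controls.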
# A549 viability: Nrf2 qHTS screen for inhibitors: counterscreen for cytotoxicity. A549 ARE-Fluc cells, CellTiter-Fluor viability, 18-24 h. Potency, µM (highest dose often 46 µM), without a hit: at the top dose activity change, negative = cytotoxicity, most hits filed as inhibitors. 390,000 compounds, 0.16% hits. AID 504648, 2011; further: potency means the concentration at half of the fitted maximal effect; on the % scale 0 is the no-effect control and ±100 the full control effect
#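 A549 ARE_Fluc cells in 5% FBS OPTI-MEM were exposed to compounds in concentration-response for 18-24 h at 37 deg C. Viability was read by CellTiter-Fluor fluorescence (Ex 405/Em 525) after 30 min, before the luciferase read.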
# HepG2 tox: qHTS for Inhibitors of TGF-b: Cytotox Counterscreen; 410,000 compounds, 0.76% hits; HepG2 CAGA-GFP viability, ATP luminescence, 18 h; Potency, µM (top dose mostly 46.1 µM), for inactives: at the highest dose activity change, negative = cytotoxicity, most hits filed as cytotoxic; AID 588856, 2011; further: potency means the concentration at half of the fitted maximal effect; some results filed as inactive show a strong effect at the top dose
#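 HepG2 CAGA-GFP cells (1000/well, DMEM with 1% FBS) received compound, then TGF-beta at 500 pg/mL final, and were incubated 18 hours at 37 degrees C. Viability was read by CellTiter-Glo luminescence. Media-only wells were set as complete cell-killing and DMSO as no toxicity.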
# MCF10A rerep: A quantitative high throughput screen for small molecules that induce DNA re-replication in MCF 10a normal breast cells; MCF 10A DNA re-replication, Hoechst nuclear intensity, 48 h; Potency, µM (titrated, usually from 46.1 µM), without a hit: at the top dose activity, positive = re-replication, usual class: activators; 350,000 compounds, 2.9% hits; AID 624296, 2012; further: potency means the concentration at half of the fitted maximal effect; % of control where 0% means no effect; nearly all actives have a fitted effect of over 50% in size
# Nrf2 inh: Nrf2 qHTS screen for inhibitors; A549 ARE-Fluc reporter, luciferase luminescence, 18-24 h; Potency, µM (doses to about 46 µM), for inactives: top-dose activity change, negative = inhibition, usual class: inhibitors; 360,000 compounds, 2.1% hits; further: potency means the concentration at half of the fitted maximal effect; on the % scale 0 is the no-effect control and ±100 the full control effect; nearly all actives have a fitted effect of over 60% in size
#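 Two sequential reads on A549 ARE_Fluc cells exposed to compound for 18-24 h: a CellTiter-Fluor fluorescence read for viability, then a luciferase luminescence read for Nrf2/ARE activity.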
# S2 tox: Viability Counterscreen for Primary qHTS for Inhibitors of ATXN expression; S2 cells (HEK-293 line with an ATXN2-luciferase reporter) viability, CellTiter-Fluor protease fluorescence, 24 h; Potency, µM (highest dose often 56.7 µM), most hits filed as cytotoxic; 400,000 compounds, 0.49% hits; AID 651635, 2014; further: potency means the concentration at half of the fitted maximal effect; nearly all actives have a fitted effect of over 40% in size
# Active calls of the source: *; i = inactive; ? = inconclusive; nt = no result given; [ ] = remark or other dose. Unless noted, the call rests on the fitted dose curve; in most records, active means well fitted curve in the direction sought with a large enough effect; inconclusive means small, poorly fitted or top-dose-only effect, or another doubt; inactive means no such curve, though single readings can be large; an effect the other way counts as inactive or inconclusive.
no.	canonical_smiles	A549 viability	Nrf2 activator	Nrf2 inh	MCF10A rerep	TGFb SMAD3 inh
1	CCN(CC(=O)Nc1ccccc1C(F)(F)F)C(=O)Cn1c(=O)cnc2ccccc21	0%	0.0%	2%	-17%	-6%
2	Oc1[nH]c2ccccc2c1N=Nc1c(F)c(F)c(F)c(F)c1F	-2%	?	?	5%	7%
3	CCOc1cc(C(=O)Nc2ccc3c(c2)n(C)c(=O)c(=O)n3C)cc(OCC)c1OCC	0%	-1.1%	4%	nt	-14%
4	O=C(c1ccco1)N1CCN(Cc2cc(=O)c(OCc3c(F)cccc3Cl)co2)CC1	6%	0.2%	-14%	-25%	2%
5	O=C1CCCN1c1ncc(S(=O)(=O)c2ccc([N+](=O)[O-])cc2)s1	1%	23%	?	4%	?
6	O=C(CCl)N1CCN(CC(=O)N2CCCC2)CC1	-10%	22%	16%	-1%	3%
7	CCN(CC(=O)NCc1ccc(Cl)cc1)C(=O)c1cc(OC)cc(OC)c1	-4%	-0.5%	-10%	-1%	-10%
8	Cc1ccc(-n2nnnc2SCC(=O)N2CCc3ccccc3C2)c(C)c1	-8%	0.2%	16µM*	-3%	-10%
9	COc1cccc(C2NC(=O)c3sc(=S)n(-c4ccccc4)c3N2)c1 (stereo unspecified)	-17%	5.0%	?	-3%	-22%
10	CCOC(=O)Cc1csc(NC(=O)CSc2nc(C)cc(C)n2)n1	0%	0.1%	-4%	10%	-2%
11	O=C(CN1CCCC1=O)NC1(C(F)(F)F)NC(=O)N(Cc2ccccc2)C1=O (stereo unspecified)	-1%	-0.2%	-14%	-4%	-2%
12	N#Cc1ccc(NC(=O)COC(=O)c2cccnc2Cl)cc1	0%	0.5%	5%	-1%	?

no.	IL1B secr inh	HepG2 tox	ATXN2 expr inh	S2 tox
1	14	3%	-9%	i
2	-8	-23%	39%[activator]	i
3	nt	-27%	0%	i
4	-9	-6%	3%	i
5	26	10%	-1%	i
6	?	-16%	14%	i
7	-9	-28%	-5%	?
8	-10	-13%	-8%	i
9	13	-14%	-7%	i
10	42	-10%	-4%	i
11	16	9%	1%	i
12	-12	-6%	3%	i

# Grouped by structure, the compounds so far containing two or more sulfur atoms
no.	canonical_smiles	A549 viability	Nrf2 activator	Nrf2 inh	MCF10A rerep	TGFb SMAD3 inh
5	O=C1CCCN1c1ncc(S(=O)(=O)c2ccc([N+](=O)[O-])cc2)s1	1%	23%	?	4%	?
9	COc1cccc(C2NC(=O)c3sc(=S)n(-c4ccccc4)c3N2)c1 (stereo unspecified)	-17%	5.0%	?	-3%	-22%
10	CCOC(=O)Cc1csc(NC(=O)CSc2nc(C)cc(C)n2)n1	0%	0.1%	-4%	10%	-2%

no.	IL1B secr inh	HepG2 tox	ATXN2 expr inh	S2 tox
5	26	10%	-1%	i
9	13	-14%	-7%	i
10	42	-10%	-4%	i

# The listing continues:
no.	canonical_smiles	A549 viability	Nrf2 activator	Nrf2 inh	MCF10A rerep	TGFb SMAD3 inh
13	CC(C)=CCc1c(-c2ccc(O)cc2O)oc2cc3c(c(O)c2c1=O)C=CC(C)(C)O3	0%	4.2%	-3%	?	?
14	C=C[C@@H]1c2ccccc2N(S(=O)(=O)c2ccc(C)cc2)[C@H](c2ccc(C(=O)OC)cc2)C1(C#N)C#N	-4%	0.1%	-3%	8%	-3%
15	Cc1nn(C)c(C)c1NC(=S)Nc1ccc(S(=O)(=O)Nc2ncccn2)cc1	-9%	0.4%	8%	-1%	?
16	COc1ccc(Br)cc1CN(C)CC(=O)Nc1ccccc1Cl	20%	-0.1%	-12%	?	-30%
17	CC(C)CCN=Cc1c(O)n(-c2ccccc2)c(=O)c2ccccc12	0%[1.84 µM]	0.0%	6%	?	-6%
18	Cc1nc(SCC(=O)Nc2ccc(C)c(Cl)c2)cc(-c2ccccc2)n1	0%	0.0%	-21%	nt	10µM*
19	COc1cccc(NC(=O)c2ccc3c(O)c(S(=O)(=O)c4ccccc4)c(=O)[nH]c3c2)c1	-1%	-0.6%	9%	3%	3%
20	Cc1ccc(-c2ocnc2C(=O)Nc2ccccc2NC(=O)c2ccccn2)cc1	-2%	3.4%	?	12%	?
21	COc1cccc(CN(C)CC2CCCN(CCc3ccc(Cl)cc3)C2)c1OC (stereo unspecified)	-15%	-0.2%	4%	16%	-10%
22	CCOc1ccc(-n2cc(-c3ccccc3)c3c(=S)nc[nH]c32)cc1	1%	-3.8%	?	-9%	?
23	COc1cccc(-c2cn3c(n2)sc2cc(C(=O)NCc4ccccc4F)ccc23)c1	-1%	6.3%	?	nt	?
24	CC(C)(C)OC(=O)NCCCCCc1nnc(SCc2cccc(F)c2)o1	-8%	4.9%	?	5%	-23%

no.	IL1B secr inh	HepG2 tox	ATXN2 expr inh	S2 tox
13	?	-109%	-35%	nt
14	16	-15%	0%	i
15	6	10%	-5%	i
16	-15	-8%	-15%	i
17	-14	-15%	-15%	i
18	nt	-12%	nt	nt
19	1	4%	7%	i
20	?	-39%	-21%	i
21	-90*	-34%	-28%	i
22	9	-60%	nt	?
23	nt	-10%	nt	nt
24	-10	-15%	nt	i

# Additional structures
no.	canonical_smiles	A549 viability	Nrf2 activator	Nrf2 inh	MCF10A rerep	TGFb SMAD3 inh
25	O=C(Nc1cc(C(F)(F)F)ccc1N1CCCCC1)C1=COCCO1	nt	-0.9%	nt	nt	?
26	CN(C(=O)COC(=O)CN1C(=O)c2cccc([N+](=O)[O-])c2C1=O)c1ccccc1	12%	3.6%	1%	-1%	4%
27	NS(=O)(=O)c1ccc(CCNC(=O)COC(=O)Cc2ccc([N+](=O)[O-])cc2)cc1	-1%	0.6%	1%	1%	26%
28	CCOC(=O)c1cc(CC)sc1NC(=O)COC(=O)c1cnccn1	-6%	0.5%	11%	3%	-6%
29	Nc1nc(SCC(=O)C23CC4CC(CC(C4)C2)C3)n[nH]1	-7%	-0.2%	-10%	-17%	14%
30	O=C(NCC(=O)N1CCCC(C(F)(F)F)C1)c1ccc(Br)o1 (stereo unspecified)	0%	0.9%	5%	2%	0%
31	O=C(CSc1nnc(-c2ccc(Cl)cc2)o1)N1CCOCC1	-3%	2.3%	?	0%	14%
32	COC(=O)N1CCCCC1c1cc(C(=O)Nc2ccc(OC)cc2C)no1 (stereo unspecified)	nt	0.1%	nt	nt	-12%
33	CN(Cc1ccccc1)C(=O)c1csc([C@@H]2O[C@H](CO)[C@H](O)[C@H](O)[C@H]2O)n1	nt	0.0%	nt	nt	-4%
34	Cc1ccccc1OCCC(=O)N1CCN(S(=O)(=O)c2ccc(F)cc2)CC1	0%	-0.4%	0%	5%	2%
35	CN(C)S(=O)(=O)c1cccc(NC(=O)CN2C(=O)NC(Cc3c[nH]c4ccccc34)C2=O)c1 (stereo unspecified)	1%	1.6%	?	?	-9%
36	C/C=C1\COC(C(=O)NCCN2CCOCC2)(C(F)(F)F)C=C1C=C1CCCCC1 (stereo unspecified)	-1%	nt	8%	nt	?

no.	IL1B secr inh	HepG2 tox	ATXN2 expr inh	S2 tox
25	0	-3%	nt	i
26	-6	-30%	-4%	i
27	4	2%	nt	i
28	-2	2%	1%	i
29	-13	-11%	4%	i
30	8	-6%	3%	i
31	5	11%	6%	i
32	15	-1%	12%	i
33	18	2%	7%	i
34	12	30%	-3%	i
35	-4	-4%	?	i
36	nt	-16%	nt	nt

# 3 entries already listed, arranged by the value under Nrf2 activator, ascending:
cpd | structure | Nrf2 activator | IL1B secr inh
27 | NS(=O)(=O)c1ccc(CCNC(=O)COC(=O)Cc2ccc([N+](=O)[O-])cc2)cc1 | 0.6% | 4
24 | CC(C)(C)OC(=O)NCCCCCc1nnc(SCc2cccc(F)c2)o1 | 4.9% | -10
6 | O=C(CCl)N1CCN(CC(=O)N2CCCC2)CC1 | 22% | ?

# Further structures.
no.	canonical_smiles	A549 viability	Nrf2 activator	Nrf2 inh	MCF10A rerep	TGFb SMAD3 inh
37	CCn1c(=O)c2cc(C(=O)N(C)c3cc(C)ccc3OC)sc2c2ccccc21	-11%	-1.0%	-21%	?	?
38	Cc1oc(S(=O)(=O)N(C)C)cc1C(=O)Nc1ccc(F)cc1	-3%	1.4%	-20%	34%	0%
39	CC(CCn1cccn1)NC(=O)CCc1nnc(CCc2ccccc2)o1 (stereo unspecified)	-1%	-0.8%	-2%	-7%	6%
40	COC(=O)c1sc(S(=O)(=O)NCCCN(C)C)c(C(=O)OC)c1C	0%	2.2%	6%	-5%	-2%
41	OCc1cc(Br)ccc1OCc1nc2ccccc2s1	4%	5.2%	?	1%	0%
42	CC(C)c1ccc(NC(=O)C(c2ccccc2)N(Cc2ccco2)C(=O)CC2NC(=O)NC2=O)cc1 (stereo unspecified)	-15%	3.9%	-23%	20%	?
43	Cc1ccc2c(c1)/C(=C/c1ccccc1C)C(=O)N2	4%	13%	-24%	?	0%

no.	IL1B secr inh	HepG2 tox	ATXN2 expr inh	S2 tox
37	-84*	-25%	nt	?
38	-15	-91%	-18%	i
39	0	13%	nt	i
40	4	16%	-18%	i
41	54	-29%	49%[activator]	?
42	-56*	9%	-4%	i
43	-100*	-41%	0%	?

# Copied from the list:
# For ATXN2 expr inh, O=C(CSc1nnc(-c2ccc(Cl)cc2)o1)N1CCOCC1 is listed with 6%
# For ATXN2 expr inh, CCOC(=O)Cc1csc(NC(=O)CSc2nc(C)cc(C)n2)n1 is listed with -4%
# For Nrf2 activator, CCn1c(=O)c2cc(C(=O)N(C)c3cc(C)ccc3OC)sc2c2ccccc21 is listed with -1.0%
# For Nrf2 inh, CN(C(=O)COC(=O)CN1C(=O)c2cccc([N+](=O)[O-])c2C1=O)c1ccccc1 is listed with 1%
